High-throughput results as filed in PubChem.
D2 PAM = positively modulates the human D2 dopamine receptor allosterically | 0.34% of 340,000 active | HEK293 T-REx D2, calcium flux, EC20 dopamine potentiation | potentiation, % at 10 µM;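 active means potentiation over 3 SD above the plate norm, cut at about 30% in these data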; further: 0% is about no effect
Target sequence (P14416 whole entry, looked up): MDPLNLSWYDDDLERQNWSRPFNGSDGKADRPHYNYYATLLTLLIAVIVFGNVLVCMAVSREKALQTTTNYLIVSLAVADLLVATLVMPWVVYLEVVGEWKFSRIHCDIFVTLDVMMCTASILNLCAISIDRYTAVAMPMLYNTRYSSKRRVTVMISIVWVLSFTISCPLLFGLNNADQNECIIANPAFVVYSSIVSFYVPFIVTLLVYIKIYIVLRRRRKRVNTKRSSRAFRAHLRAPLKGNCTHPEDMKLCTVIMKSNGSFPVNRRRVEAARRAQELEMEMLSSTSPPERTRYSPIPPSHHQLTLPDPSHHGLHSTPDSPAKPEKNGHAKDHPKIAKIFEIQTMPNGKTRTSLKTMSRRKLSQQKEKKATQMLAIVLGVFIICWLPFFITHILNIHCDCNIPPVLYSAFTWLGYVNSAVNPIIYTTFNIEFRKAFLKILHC
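Tetracycline-induced Hek293 Trex D2 cells, force-coupled to calcium, loaded with no-wash calcium dye. Compound added with 180 s kinetic read for agonism, then EC20 dopamine and a further 180 s read for potentiation.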
LDHA inh = inhibitors of human lactate dehydrogenase A; P00338; purified LDHA, NADH/diaphorase-resazurin fluorescence; active compounds read low; activity change, % (values are at about 110 or 230 µM); 0.15% of 480,000 active; in the data active means activity change below about -30%; inconclusive means mostly about -25% to -30%;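 further: plate controls were DMSO wells for no effect and wells without enzyme for full effect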
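Human LDH5 (2 nM) was incubated with 0.06 mM NADH and 0.2 mM pyruvate for 5 min at room temperature in Tris pH 7.4. Remaining NADH was coupled through diaphorase/resazurin, and resorufin fluorescence was read at 0 and 20 min.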
RXFP1 ag = RXFP1 (human) receptor agonism; Potency, µM (doses to about 57.5 µM), for inactives: at the highest dose activation, most hits filed as activators; HEK293T-RXFP1 cAMP TR-FRET, 30 min; response scale: percent of porcine relaxin response, buffer zero; 0.3% of 370,000 active; further: potency means the concentration at half of the fitted maximal effect; on the % scale 0 is the no-effect control and ±100 the full control effect; nearly all actives have a fitted effect of over 60% in size; many of its hits are not listed in these tables
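cAMP rise read by TR-FRET after 30 min, 37C compound exposure (up to 58 uM) in RXFP1-transfected HEK293 cells with Ro 20174 present. EC50 from Hill-equation fits, with 29 nM porcine relaxin as 100% and buffer as basal.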
Vif-APOBEC3F blk = blocks the Vif interaction with APOBEC3F. HeLa A3F-eYFP + Vif (tagged APOBEC3F with the HIV-1 protein that degrades it), YFP fluorescence increase. Potency, µM (top dose mostly 46.1 µM), without a hit: at the top dose activity, negative = active. 0.2% of 390,000 active; further: potency means the concentration at half of the fitted maximal effect; % of control where 0% means no effect; nearly all actives have a fitted effect of over 65% in size
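HeLa cells stably expressing A3F-eYFP plus Vif, plated and incubated overnight at 37 deg C, then exposed to compounds overnight at 37 deg C. Blocked degradation read as raised yellow fluorescence (Ex 488/Em 500-530).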
D1 antag = human D1 dopamine receptor antagonism | activity change, negative = inhibition, % at 10 µM | HEK293 TREx D1 cells, calcium flux, dopamine EC80; active compounds read low | P21728 | 3.2% of 360,000 active; in the data active means activity change below about -30%; further: on the % scale 0 is the no-effect control and ±100 the full control effect
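Calcium flux readout: force-coupled, inducible Hek293 Trex D1 line, cells induced overnight at 30 C with tetracycline, dye-loaded 30–90 min at RT. Antagonism scored against EC80 dopamine challenge given 180 s after compound.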
GRP78 ERSR act = induces the endoplasmic reticulum stress response in human glioma cells; U87-MG GRP78 promoter luciferase reporter, 16 h; Potency, µM, without a hit: at the top dose activation, actives largely listed as activators; 0.02% of 420,000 active; AID 602332; further: potency means the concentration at half of the fitted maximal effect; series mostly up to about 76 µM; % of control where 0% means no effect; nearly all actives have a fitted effect of over 35% in size
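Stably transfected U87-MG glioma cells carrying a GRP78-based luciferase sensor; 16 h compound incubation. Luminescence end-point read 10 min after Bright-Glo addition at room temperature.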
Vif-APOBEC3G blk = inhibitors of Vif-APOBEC3G interaction; HeLa A3G-eYFP + Vif (tagged APOBEC3G with the HIV-1 protein that degrades it), YFP fluorescence, overnight; Potency, µM (highest dose often 46.1 µM), inactives show at the top dose activity, negative = active, most hits filed as inhibitors; 0.076% of 410,000 active; AID 602310;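 further: potency means the concentration at half of the fitted maximal effect; on the % scale 0 is the no-effect control and ±100 the full control effect; nearly all actives have a fitted effect of over 60% in size; hits raise eYFP signal because A3G escapes Vif-driven loss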
Target sequence (Q9HC16 whole entry, looked up): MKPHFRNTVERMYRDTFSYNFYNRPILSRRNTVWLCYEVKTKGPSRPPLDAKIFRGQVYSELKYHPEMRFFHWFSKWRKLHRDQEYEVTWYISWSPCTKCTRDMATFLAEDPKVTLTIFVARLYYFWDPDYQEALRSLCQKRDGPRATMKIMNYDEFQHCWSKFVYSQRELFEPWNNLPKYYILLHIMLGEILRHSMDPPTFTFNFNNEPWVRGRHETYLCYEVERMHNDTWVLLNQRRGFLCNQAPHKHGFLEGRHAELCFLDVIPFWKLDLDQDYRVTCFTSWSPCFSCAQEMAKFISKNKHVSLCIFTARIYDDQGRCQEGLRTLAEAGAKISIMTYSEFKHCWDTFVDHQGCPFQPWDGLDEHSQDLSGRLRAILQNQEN
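Read-out is eYFP fluorescence (Ex 488/Em 500-530) from Vif-expressing HeLa A3G-eYFP cells; more signal means A3G escaped Vif-mediated degradation. Cells plated overnight, compound pinned in, incubated overnight at 37 deg C.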
D1 agonist = human D1 receptor agonism; P21728; HEK293 T-REx D1 cells, calcium flux, agonist mode; activation, % at 2 µM; 1% of 360,000 active; AID 504660; in the data active means activation above about 30%; further: 0% is about no effect
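Tetracycline-induced HEK293 TREx D1 cells, force-coupled to calcium signalling, were dye-loaded with a no-wash calcium kit. Compound was pin-added after a 10 s baseline. Fluorescence was read kinetically at 1 cycle/s for 180 s, with calcium rises flagged as agonism.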
D1 potentiator = human D1 dopamine receptor positive modulation. P21728. HEK293 TREx D1 cells, calcium flux, dopamine EC20 potentiation. potentiation, % at 10 µM. 0.036% of 360,000 active; in the data active means potentiation above about 30%; further: 0% is about no effect
Starred values were filed as active, the others as inactive; ? = inconclusive; · = not tested or not shown. Unless noted, the call rests on the fitted dose curve; in most records, active means well fitted curve in the direction sought with a large enough effect; inconclusive means small, poorly fitted or top-dose-only effect, or another doubt; inactive means no such curve, though single readings can be large; an effect the other way counts as inactive or inconclusive.

SMILES | D2 PAM | LDHA inh | RXFP1 ag | Vif-APOBEC3F blk | D1 antag | GRP78 ERSR act | Vif-APOBEC3G blk | D1 agonist | D1 potentiator
CCOC(=O)C1CCCN(C(=O)c2ccccc2[N+](=O)[O-])C1 (configuration not stated) | 1 | -6 | -1.6% | -20% | -2 | -1% | 1% | 2 | -6
O=C(NC1CCc2ccccc21)c1cc(COc2ccc(F)cc2F)on1 (configuration not stated) | 20 | -5 | 1.5% | 4% | -7 | 2% | -1% | 5 | 1
O=C(NC1CCCCC1)N(C1=NCCCCC1)c1ccc(Br)cc1 | -7 | -2 | 1.2% | -1% | 12 | 0% | 2% | 1 | -1
Cc1sc2nc(SCC(=O)Nc3c(C)n(C)n(-c4ccccc4)c3=O)n(C)c(=O)c2c1C | 11 | -8 | 1.1% | 0% | 6 | -2% | 4% | 0 | 1
c1ccc(Cc2nc3ccccc3s2)cc1 | · | -5 | · | ? | · | 0% | -2% | · | ·
Cc1ccc(NC(=O)/C=C/c2ccco2)nc1 | 8 | 2 | 0.4% | -20% | 13 | -5% | -41% | 2 | 1
CC(=O)c1cccc(NC(=S)N2CCN(S(C)(=O)=O)CC2)c1 | 0 | -8 | 0.1% | -2% | 6 | -1% | 5% | 5 | 7
CCN(CC)CCNC(=O)c1nn(C)c2c1CS(=O)(=O)c1ccccc1-2 | 1 | -3 | -0.4% | -1% | 6 | -3% | -1% | -1 | -2
C=C(C)Cn1c(N2CCCC2)nc2c1c(=O)[nH]c(=O)n2C | 8 | -5 | -1.2% | 0% | 9 | -3% | 0% | 2 | -14
Cc1ccc(-n2nc(CO)c(C(=O)NCCCc3ccccc3)n2)cc1C | -3 | -1 | -0.3% | -5% | -24 | -2% | -2% | 14 | -3
COCCNC(=O)C(c1cccs1)N(C(=O)Cn1nnc2ccccc21)c1cccc(C(C)=O)c1 (configuration not stated) | 7 | -3 | 0.7% | 5% | 0 | -4% | 5% | 1 | -3
O=C(O)c1cccnc1Sc1ccccc1 | 15 | -6 | 1.8% | -16% | 14 | -5% | 3% | 1 | -10

Record cards, as listed above. Screens in order: D2 PAM | LDHA inh | RXFP1 ag | Vif-APOBEC3F blk | D1 antag | GRP78 ERSR act | Vif-APOBEC3G blk | D1 agonist | D1 potentiator
`CCOC(=O)C1CCCN(C(=O)c2ccccc2[N+](=O)[O-])C1` (configuration not stated) in the list: 1 | -6 | -1.6% | -20% | -2 | -1% | 1% | 2 | -6
`Cc1ccc(-n2nc(CO)c(C(=O)NCCCc3ccccc3)n2)cc1C` in the list: -3 | -1 | -0.3% | -5% | -24 | -2% | -2% | 14 | -3
`O=C(O)c1cccnc1Sc1ccccc1` in the list: 15 | -6 | 1.8% | -16% | 14 | -5% | 3% | 1 | -10

(next part)
SMILES | D2 PAM | LDHA inh | RXFP1 ag | Vif-APOBEC3F blk | D1 antag | GRP78 ERSR act | Vif-APOBEC3G blk | D1 agonist | D1 potentiator
Cc1cccc(NC(=O)c2cccnc2)c1 | -3 | -6 | -0.3% | 3% | -12 | -6% | 1% | 3 | 1
Cc1nnc(C)n1/N=C/c1ccc(C(=O)O)cc1 | 0 | -4 | -0.9% | 10% | · | -3% | 0% | 1 | 0
Cc1nn(-c2ccccc2)nc1CNC(=O)C(C)Cc1ccccc1 (configuration not stated) | -2 | -13 | 0.8% | 0% | 12 | -3% | 0% | -3 | -5
CC(C)CN1C(=O)NC(NC(=O)c2cccnc2)(C(F)(F)F)C1=O (configuration not stated) | 3 | -1 | -0.1% | 1% | -1 | -1% | 2% | 4 | 2
CCc1ccc(C2C(C(=O)Nc3ccccc3OC)=C(C)Nc3nc(SCc4ccccc4)nn32)cc1 (configuration not stated) | 10 | -4 | 16% | -7% | 0 | 0% | -7% | 2 | 0
COc1cc(/C=N/NC(=O)CCn2c3ccccc3c3ccccc32)cc(OC)c1OC | 1 | -1 | 0.9% | 15% | 3 | -1% | 2% | 3 | -1
Cc1cccc(NC2=NC(=S)N(CC#N)C23CCCCC3)c1 | 7 | 3 | 1.2% | · | 13 | -5% | -3% | 2 | -5
CS(=O)(=O)c1ccc2nc(NC3(C(F)(F)F)N=C4SCCN4C3=O)sc2c1 (configuration not stated) | -4 | 4 | -1.6% | 2% | 4 | -3% | 2% | 1 | 9
Cc1cc(C)cc(NC(=O)C2C3C=CC(O3)C2C(=O)O)c1 (configuration not stated) | 0 | 0 | -0.2% | 3% | -19 | -1% | 4% | 3 | -3
COc1cc(C(=O)Nc2ccc(S(=O)(=O)Nc3ncccn3)cc2)c([N+](=O)[O-])cc1OC | 3 | -5 | -1.4% | -6% | 14 | -5% | 0% | -1 | 3
Cc1nnc(SCC(=O)NCc2ccccc2Cl)[nH]c1=O | · | -7 | -0.4% | -1% | -17 | 0% | -1% | 3 | -3
COc1ccccc1/C=C1/C(=O)N(c2ccc([N+](=O)[O-])cc2)N=C1C | -12 | -3 | 1.5% | 8% | 35 | -4% | 0% | 8 | -1
C[C@H](CO)N1C[C@H](C)[C@@H](CN(C)C(=O)Nc2ccc3c(c2)OCO3)Oc2c(NC(=O)Nc3ccc4c(c3)OCO4)cccc2C1=O | · | 13 | · | 0% | · | 1% | -14% | · | ·
Cc1cc(C(=O)Nc2ccccc2Cc2ccccc2)no1 | 1 | 1 | 3.1% | -4% | 19 | 0% | -6% | 2 | -7
Oc1ccc(C(=S)N2CCCCCC2)cc1 | -3 | 2 | -0.1% | 2% | 9 | -3% | 0% | 2 | -5
CCOc1ccc(NC(=O)c2ccc(CSc3nnc(C)s3)cc2)cc1 | 21 | -7 | -0.1% | 2% | -4 | 4% | 5% | 2 | 0
CN1C(=O)Cc2cc(S(=O)(=O)NCc3cccs3)ccc21 | -4 | -9 | -0.2% | -4% | -7 | -3% | 3% | 1 | -2
CC(C)c1ccc(NC(=O)C2CCCN(S(=O)(=O)c3cccc4nsnc34)C2)cc1 (configuration not stated) | 7 | -13 | -0.7% | ? | 5 | -3% | 6% | 1 | 0
O=C(CC1Oc2ccccc2NC1=O)NCc1ccccc1 (configuration not stated) | -9 | -7 | -0.3% | 0% | -19 | -3% | -1% | 0 | 0
O=C(CSc1nncs1)NC1CCCc2ccccc21 (configuration not stated) | -5 | -1 | 0.8% | -3% | 8 | -3% | -9% | 0 | -7
COc1ccc(OCCC(=O)OCC(=O)NC2CCCCCCC2)cc1 | 0 | -1 | -2.0% | 5% | 13 | -1% | 0% | 2 | 4
Cc1[nH]c2ccccc2c1/C=N/NC(=O)C1CC1(c1ccccc1)c1ccccc1 (configuration not stated) | 9 | -10 | -0.2% | -15% | -2 | -4% | -6% | 1 | -9
CSc1nc(C)cc(Oc2ccc(OCC(N)=O)nn2)n1 | -6 | -4 | -1.5% | -3% | -14 | -4% | 0% | 2 | -3
Nc1nccc(-c2ccc(-n3cccc3)cc2)n1 | 50* | -4 | 0.1% | 5% | 19 | 2% | -1% | 3 | 1
COc1ccc(NC(=O)c2ccc(NC(=O)CCS(=O)(=O)c3cccs3)cc2)cc1OC | 4 | -8 | -6.3% | 0% | 13 | 5% | 0% | 0 | -1
O=C(Nc1ccccc1C(F)(F)F)C1CCCC1 | -2 | -4 | -0.1% | 8% | -3 | -3% | 2% | 2 | 0
CCN(C(=O)COC(=O)C1CC1)c1c(N)n(Cc2ccccc2)c(=O)[nH]c1=O | 6 | -4 | -0.9% | 5% | -6 | 0% | 0% | 5 | -1
Cc1ccc(C)c(Oc2coc3cc(OC(=O)c4cccs4)ccc3c2=O)c1 | · | 0 | · | 3% | · | -7% | 7% | · | ·
Cc1cc2cc3c(=O)[nH]c(=O)[nH]c3nc2cc1C | -4 | · | 19% | · | 9 | · | · | 0 | 0
CC(Oc1ccccc1Cl)C(=O)N1CCN(CCc2ccccn2)CC1 (configuration not stated) | 7 | -2 | 7.1% | 1% | 9 | -3% | -3% | 4 | 0
O=C(CCCN1C(=O)/C(=C\c2cccs2)SC1=S)Nc1ccc(O)cc1 | 2 | 4 | -1.8% | 3% | -33* | -5% | -9% | 4 | -2
Cc1ccccc1C(=O)Nc1nc2n(n1)C(c1ccccc1)CC(=O)N2 (configuration not stated) | -10 | 0 | -1.1% | -2% | · | 5% | -7% | -1 | 0
Cc1ccc(N2CCN(C(=O)c3cn(C)c4ccc(S(=O)(=O)N(C)C5CCCCC5)cc4c3=O)CC2C)cc1 (configuration not stated) | 1 | -2 | -0.8% | 3% | 5 | -1% | 0% | -2 | 2
CCOC(=O)c1[nH]c(C)c(C(=O)NCCCN2CCOCC2)c1C | 0 | -4 | -1.8% | 7% | -10 | -5% | 1% | 2 | -4
CS(=O)(=O)N1CCCC(C(=O)Nc2ccc(F)c(F)c2)C1 (configuration not stated) | -6 | -2 | -0.2% | -6% | 7 | 2% | -4% | 2 | 6
CC12CCC(C(=O)n3c1nc1ccccc13)C2(C)C (configuration not stated) | -6 | 5 | -0.2% | -2% | -1 | -1% | -1% | 3 | -6
Cc1ccc(C)c(NC(=S)N2CCC(NC(=O)c3ccc(F)cc3)CC2)c1 | -14 | -2 | 2.4% | 7% | -7 | -5% | 1% | 0 | -7
COc1ccc2oc(C(=O)OCC(=O)NCc3ccc(OC)c(OC)c3)c(C)c2c1 | -7 | -8 | 0.8% | -12% | -18 | -3% | -1% | 12 | -5
COc1cccc(C2CCCN2Cc2nc(CCC(C)C)no2)c1 (configuration not stated) | 11 | -12 | 1.6% | -7% | 11 | -4% | -6% | 1 | -8
Nc1c(C(=O)c2ccc(Br)cc2)oc2ccccc12 | 2 | -7 | 1.3% | -1% | 15 | 18% | -5% | 3 | -1
COc1cccc(C(=O)C(CCC#N)c2ccccc2)c1 (configuration not stated) | · | 3 | · | -1% | · | -3% | 1% | · | ·

Printed as active in D2 PAM, among the entries above:
SMILES | D2 PAM | LDHA inh | RXFP1 ag | Vif-APOBEC3F blk | D1 antag | GRP78 ERSR act | Vif-APOBEC3G blk | D1 agonist | D1 potentiator
Nc1nccc(-c2ccc(-n3cccc3)cc2)n1 | 50* | -4 | 0.1% | 5% | 19 | 2% | -1% | 3 | 1

Not all compounds are listed (hit frequency here may not be typical).
